# Screens (PubChem)
# NCOA3 inh – SRC3 coactivator transcriptional activity inhibitors, primary screen, cell-based, luminescence. 360,000 tested, 0.17% active. inhibition, % at 3.6 µM. Nuclear receptor coactivator 3 (Homo sapiens), Q9Y6Q9. AID 588352, 2011. HEK293 GAL4-SRC3 luciferase reporter;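 active = inhibition above a per-campaign cutoff, the mean of all compounds plus 3 SD, cut at about 60% in these data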;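 also: 0% = DMSO-treated cells and 100% = gossypol-treated cells at 36 µM; higher means less SRC3-driven luciferase light from the GAL4 reporter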
# TROY NFkB inh – inhibitors of TROY-driven NF-kB signaling, primary screen, Q293 LMP1-TROYcd cells, NF-kB luciferase, uHTS. Q293 LMP1-TROYcd NF-kB luciferase reporter, 4 h. inhibition, % at 10 µM. AID 1347056, 2019. 360,000 tested, 0.98% active;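 active = compounds whose plate-normalised and pattern-corrected inhibition of the luciferase reporter signal at the single screening dose is 50% or more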
# TLR9-MyD88 inh – inhibitors of TLR9-MyD88 association in cells, primary screen, cell-based, CHO, BLA complementation, fluorescence | Toll-like receptor 9 (Homo sapiens) + Myeloid differentiation primary response protein … | CCF4 FRET ratio | inhibition, % at 4.98 µM | 340,000 tested, 0.21% active;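 active = inhibition above the mean over all tested compounds plus 3 SD, cut at about 21% in these data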;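 also: 0% = DMSO only wells and 100% = clavulanate BLA inhibitor control wells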
# SRC2 inh – inhibition of GAL4-SRC2 driven luciferase reporter, primary screen, SRC2 inhibitor project, cell-based, luminescence. 370,000 tested, 0.17% active. AID 651957, 2012. inhibition, % at 9 µM. HEK293 GAL4-SRC2 luciferase reporter. Nuclear receptor coactivator 2 (Homo sapiens), Q15596;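 active = inhibition above the mean inhibition of all tested compounds plus 3 SD, set per campaign, cut at about 52% in these data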;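 also: 0% = DMSO treated cells and 100% = cells given Gossypol at 36 µM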
# Vif inh – HIV Vif self-association inhibitors, primary screen, imaging, HEK293T, single point; HEK293T cells, Vif self-association by quenched fluorescence, 24 h; inhibition, % at 7.49 µM; 340,000 tested, 0.35% active; AID 602346, 2012; in the data active = inhibition above about 50%, passing the limit was not always enough; inconclusive = no clear call, values can overlap the other calls; inactive = below about 31%; also: some results filed as inactive read as strong as hits
# TRAIL sens C8 – viability loss with TRAIL in NB7+C8 cells, primary screen, TRAIL sensitizer project, cell-based, ATPlite luminescence | inhibition (viability loss, TRAIL sensitization), % at 10 µM | 360,000 tested, 1% active;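 active = compounds causing at least 50% loss of cell viability in the single-dose screen, relative to plate controls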
# LRH-1 inv ag – LRH-1 (NR5A2) inverse agonists, primary screen, cell-based, luminescence, HEK293T, StAR-luciferase reporter. Nuclear receptor subfamily 5 group A member 2 (Homo sapiens), O00482. LRH-1 transfected, 24 h. inhibition, % at 3.6 µM. 360,000 tested, 0.13% active. AID 602396, 2012;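 active = inhibition above the mean inhibition of all tested compounds plus 3 SD, cut at about 73% in these data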;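 also: 0% = DMSO wells and 100% = reporter-only cells lacking LRH-1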
# NOD2-RIPK2 inh – NOD2-RIPK2 binding disruptors in cells, primary screen, fluorescence, CHO cells, BLA complementation | Receptor-interacting serine/threonine-protein kinase 2 (Homo sapiens), O43353 | 360,000 tested, 0.38% active | CCF4 ratio | inhibition, % at 4.98 µM; in the data active = inhibition above about 21%;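 also: 0% = vehicle only and 100% = reference blocker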
# EBV LMP1 NFkB – EBV LMP1-driven NF-kappaB luciferase reporter inhibitors, primary screen, cell-based, luminescence, single point. LMP1-induced NF-kappaB luciferase reporter cells. inhibition, % at 12.5 µM. 350,000 tested, 0.69% active; in the data active = inhibition above about 41%; inconclusive = no clear call, values can overlap the other calls;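 also: 0% = neutral control wells and 100% = reference inhibitor control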
# NCOA1 inh – SRC1 coactivator transcriptional activity inhibitors, primary screen, cell-based, luminescence; HEK293 GAL4-SRC1 luciferase reporter; inhibition, % at 3.6 µM; 360,000 tested, 0.12% active;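 active = inhibition above the campaign mean plus 3 SD, with each screening campaign given its own cutoff, cut at about 60% in these data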;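 also: 0% = DMSO treated cells and 100% = gossypol at 36 µM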
# Target sequence (Q15788 whole entry, looked up, the tested form may be a part): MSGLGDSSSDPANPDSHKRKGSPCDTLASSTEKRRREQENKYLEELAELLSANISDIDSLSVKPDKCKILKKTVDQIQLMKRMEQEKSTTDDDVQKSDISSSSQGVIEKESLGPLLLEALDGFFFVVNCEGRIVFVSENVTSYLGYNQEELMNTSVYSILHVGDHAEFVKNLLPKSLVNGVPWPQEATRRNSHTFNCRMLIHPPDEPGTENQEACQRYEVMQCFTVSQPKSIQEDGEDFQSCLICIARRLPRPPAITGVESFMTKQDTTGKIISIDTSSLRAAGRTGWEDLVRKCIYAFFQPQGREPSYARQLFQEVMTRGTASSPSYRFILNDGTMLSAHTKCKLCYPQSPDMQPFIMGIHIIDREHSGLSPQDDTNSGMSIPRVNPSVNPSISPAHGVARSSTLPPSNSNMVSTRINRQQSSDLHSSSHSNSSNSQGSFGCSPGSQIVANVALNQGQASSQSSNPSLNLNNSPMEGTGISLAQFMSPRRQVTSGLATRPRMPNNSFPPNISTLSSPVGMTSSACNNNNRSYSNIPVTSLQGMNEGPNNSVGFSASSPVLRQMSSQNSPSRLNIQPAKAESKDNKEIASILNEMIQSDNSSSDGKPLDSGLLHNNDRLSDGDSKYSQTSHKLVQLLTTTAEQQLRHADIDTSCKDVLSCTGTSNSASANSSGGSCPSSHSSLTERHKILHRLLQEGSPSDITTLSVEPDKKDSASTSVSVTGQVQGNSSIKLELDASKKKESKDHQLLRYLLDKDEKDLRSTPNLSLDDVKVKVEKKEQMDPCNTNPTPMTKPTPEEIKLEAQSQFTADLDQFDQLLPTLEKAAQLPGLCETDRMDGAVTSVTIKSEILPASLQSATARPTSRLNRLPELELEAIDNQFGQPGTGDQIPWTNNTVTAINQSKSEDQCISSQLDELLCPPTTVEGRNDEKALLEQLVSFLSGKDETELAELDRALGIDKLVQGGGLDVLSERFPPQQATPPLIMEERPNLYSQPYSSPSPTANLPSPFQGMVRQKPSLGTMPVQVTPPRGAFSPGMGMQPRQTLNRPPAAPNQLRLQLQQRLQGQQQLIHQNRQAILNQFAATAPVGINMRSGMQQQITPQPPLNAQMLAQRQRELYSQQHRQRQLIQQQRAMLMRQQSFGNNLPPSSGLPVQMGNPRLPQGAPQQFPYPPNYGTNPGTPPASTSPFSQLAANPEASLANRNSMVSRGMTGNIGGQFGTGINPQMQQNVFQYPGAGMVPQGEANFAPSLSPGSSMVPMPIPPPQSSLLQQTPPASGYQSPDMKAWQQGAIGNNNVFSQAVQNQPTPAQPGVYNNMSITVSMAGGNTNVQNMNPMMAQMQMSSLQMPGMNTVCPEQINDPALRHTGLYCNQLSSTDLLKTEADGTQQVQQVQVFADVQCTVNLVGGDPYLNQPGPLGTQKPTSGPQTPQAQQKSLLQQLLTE
# COUP-TFII inh – NR2F2 transcriptional activity inhibitors, primary screen, cell-based, luciferase reporter, HEK293T, luminescence | HEK293T NGFI-A luciferase reporter | inhibition, % at 8.6 µM | 370,000 tested, 0.7% active | AID 686940, 2013;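 active = inhibition above a per-plate cutoff, mean inhibition of test wells between control levels plus 3 SD, cut at about 38% in these data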;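 also: cells cotransfected with COUP-TFII expression vector driving the NGFI-A reporter; 0% = median of COUP-TF2 test wells and 100% = reporter-only cells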
# Starred values were filed as active, the others as inactive; ? = inconclusive; / = not tested or not shown. Only part of the results is shown. The share of hits here may be higher or lower than overall.
SMILES,NCOA3 inh,TROY NFkB inh,TLR9-MyD88 inh,SRC2 inh,Vif inh,TRAIL sens C8,LRH-1 inv ag,NOD2-RIPK2 inh,EBV LMP1 NFkB,NCOA1 inh,COUP-TFII inh
COCCn1c(C)cc(C(=O)COC(=O)c2ccc([N+](=O)[O-])o2)c1C,15,1,0,-15,-4,9,10,-17,-2,-4,-6
C/C(COc1ccccc1)=N\NC(=O)c1nnn(-c2nonc2N)c1CSc1ccc(C)cc1,6,7,-2,15,-2,2,-10,-6,-7,-3,0
CCOC(=O)c1ccccc1NC(=O)c1ccc2c(SCC(=O)O)c3c(nc2c1)CCCC3,-31,10,3,-17,-4,-8,-9,-1,3,-16,8
O=C(Nc1ccc(Br)cc1Cl)c1cnccn1,-37,-15,0,-48,/,-5,-28,-7,-4,-13,1
O=[N+]([O-])c1cccc(S(=O)(=O)c2ccc(NCCOCCO)c([N+](=O)[O-])c2)c1,-10,12,-3,4,/,9,9,2,-14,-9,16
CCN1CCN(CC(=O)N2N=C(c3cccs3)CC2c2ccc(C)cc2)C(=O)C1=O (centres undefined),-10,-32,1,3,5,-11,11,5,6,-3,-2
O=C(/C=C/c1ccc(Cl)cc1)Nn1c(-c2cccs2)nc2ccccc2c1=O,10,30,-2,9,6,-3,-8,-4,5,0,6
CCC(O)(Cc1ccccn1)Cc1ccccn1,0,-14,-8,3,17,-5,-4,-7,-9,4,14
CS(=O)(=O)N(CC(=O)N1CCCC1)c1cc(C(F)(F)F)ccc1Cl,-2,-5,-2,-15,10,-3,13,2,-5,-6,-3
O=C(NC(=S)Nc1ccc2c(c1)OCO2)c1ccccc1,-109,-38,8,-28,15,11,-109,4,-49,-100,-33
CCOc1ccccc1N1CCN(CC(=O)Nc2nc(C)c(C(=O)N(C)C)s2)CC1,12,0,-9,-16,/,-11,7,-1,-2,-12,9
NC(=O)C1CC(=O)N(c2ccc(OCC(=O)Nc3ccc(Cl)cc3)cc2)C1 (centres undefined),-3,1,3,-11,-8,2,7,1,0,4,-5
O=C(COC(=O)CNC(=O)C1CCCCC1)Nc1ccccc1Cl,-1,0,-10,-6,-1,0,-18,2,5,-2,9
CCN(CC)CCNc1oc(-c2ccccc2)nc1S(=O)(=O)c1ccccc1,-10,21,-3,-8,-1,-9,-7,-3,-16,7,3
Cc1ccc(-c2ocnc2C(=O)Nc2nc(C)cs2)cc1,-37,9,-10,-62,-19,3,-48,1,-3,-50,-8
CCCCCN1CC(O)=C(c2nc3ccccc3[nH]2)C1=N,-31,-53,4,-18,6,28,-20,1,-7,-39,-4
CC(=O)CSc1nnc(Cc2ccc([N+](=O)[O-])cc2)o1,1,-35,7,-7,3,-3,9,2,3,1,-3
CC(Oc1ccc(Cl)cc1)c1ccnn1S(=O)(=O)c1ccccc1 (centres undefined),0,-32,-4,1,-4,12,-6,-6,-1,6,-3
CCN(CC)S(=O)(=O)c1ccc(C)c(C(=O)Oc2cccc(-c3cnc4ccccc4n3)c2)c1,5,16,-10,-11,-4,8,21,3,-14,-3,-11
Cc1cc(C)n(-c2ccc(C(=O)OCC(=O)Nc3ccccc3[N+](=O)[O-])cc2)n1,2,-4,8,4,2,2,5,4,4,1,6
CCOC(=O)N1CCN(C(=O)c2ccc3c(=O)n(-c4ccccc4F)c(=S)[nH]c3c2)CC1,20,10,-4,3,1,2,13,-14,2,-6,-11
O=C(NCC1CCCO1)C1CCCN(S(=O)(=O)c2cc(Cl)ccc2Cl)C1 (centres undefined),10,5,2,8,-8,-4,1,-4,-3,8,-2
Cc1ccc(S(=O)(=O)N(CC(=O)NCC2CCCO2)Cc2ccc(F)cc2)cc1 (centres undefined),20,-3,-7,-15,6,6,5,-1,-5,3,12
O=C(NCc1ccccc1CN1CCCC1)c1cccc(S(=O)(=O)Nc2ccc(F)cc2)c1,-27,-3,9,21,-2,-4,-5,2,3,0,-10
O=C(CCNC(=O)c1ccc(Cl)cc1)NCC(c1ccco1)N1CCCC1 (centres undefined),4,-23,8,6,-2,3,12,3,-3,-11,-2
Cn1c(N)c(C(=O)COC(=O)Cc2ccc(F)cc2)c(=O)n(C)c1=O,-27,12,-2,-8,-5,-13,3,-4,-1,-10,-10
CNc1nc(C)cc(C)c1S(=O)(=O)c1ccc(C)cc1,12,8,5,-15,-16,0,-4,-6,-21,2,5
COc1ccc(-c2csc3ncnc(N4CCN(CCO)CC4)c23)cc1,3,5,3,4,0,-23,12,-6,11,25,12
NC(=O)c1nsc(C(=O)N(Cc2ccccc2F)C(C(=O)NCC2CCCO2)c2ccc(F)cc2)c1N (centres undefined),9,-5,4,12,9,-6,22,-1,-4,-12,-9
O=C(CSc1ccc2nnc(CCNC(=O)c3ccccc3)n2n1)Nc1ccccc1,2,15,2,-13,-2,-3,-1,-1,-1,-1,-4
Cc1sc(N/N=C/c2cccs2)nc1-c1ccccc1,-99,-42,-2,-45,-16,14,-56,-8,-106,-43,-9
COc1ccccc1CNC(=O)COC(=O)c1cnc(C)cn1,2,2,6,12,1,-15,17,-3,-7,-20,1
CCCN1C(=O)C(O)(c2c(C)[nH]c3ccccc23)c2ccccc21 (centres undefined),17,16,-1,-9,0,-3,1,-2,-8,-4,6
O=C(CN1c2cccc3cccc(c23)S1(=O)=O)NCc1ccc(Cl)cc1,-1,3,8,18,0,14,-5,-3,-5,3,3
CCOc1cc(C2CC(=O)c3c(ccc4ccccc34)N2)ccc1O (centres undefined),-3,12,-7,-17,0,-2,-14,5,-2,-3,-14
CCOC(=O)C1CCCN(C(=O)c2cc(C)n(C(C)(C)C)n2)CC1 (centres undefined),8,-9,/,2,/,-16,-8,6,/,8,-8
COc1ccc(/C=N/N2CCN(C3c4ccccc4-c4ccccc43)CC2)cc1O,5,-5,2,9,-1,0,8,4,0,8,9
O=C1CCC(C(=O)N2CCc3c(Cl)cccc3C2)CN1CCCN1CCOCC1 (centres undefined),-2,-6,-9,-6,2,2,-1,-7,0,3,6
Cc1cc(OCC(=O)OCC(=O)NCc2ccco2)ccc1Cl,-7,-1,-13,-11,1,11,10,-6,-2,-1,-3
CCOC(=O)C1=CN(Cc2ccco2)S(=O)(=O)NC1c1ccc(Br)cc1F (centres undefined),4,-12,-3,-18,-1,-8,-10,16,-4,0,3
CC(Sc1nncn1C)C(=O)NCCC1=CCCCC1 (centres undefined),1,0,-9,-23,4,-16,-1,0,3,-2,8
O=C(CSc1nnc(SCc2ccc(Cl)cc2)s1)c1ccc2c(c1)OCO2,11,-21,-4,-10,7,0,-3,8,2,0,-17
CN(Cc1nc2ccccc2c(=O)[nH]1)C(=O)c1ccc(S(=O)(=O)N2CCCC2)cc1,0,5,12,-4,-5,-2,-16,-1,-9,-72,4
O=C(NC1C(=O)NNC1c1ccccc1)c1ccc(F)cc1 (centres undefined),0,-20,10,-25,1,6,-37,0,-4,-46,14
OC(c1ccc(Cl)c(Cl)c1)c1ncc(-c2ccccc2C(F)(F)F)[nH]1 (centres undefined),-11,11,/,18,-10,0,-7,14,/,-8,-14
Cc1ccccc1C(=O)NCCCNC(=O)c1ccccn1,5,1,0,13,27,4,-2,-1,-3,-33,20
CC(C)CC(c1nc2ccccc2[nH]1)n1c(-c2ccccc2Br)nc2ccccc21 (centres undefined),12,-5,/,-29,-7,-10,0,-21,/,3,3
CCCN1CCN(C(=O)Cn2c(=O)oc3cc(S(=O)(=O)NCc4ccccc4)ccc32)CC1,0,11,4,30,0,5,1,-6,0,-14,-10
C(=N\N(c1ccccc1)c1ccccc1)/c1ccccn1,3,9,-10,3,-4,18,36,0,-7,18,-13
COc1ccc2ccccc2c1/C=N/NC(=O)c1ccccc1F,-16,-28,2,18,0,-15,-19,5,-9,-26,13
Cc1ccccc1CN(C)C[C@@H]1OCc2cnnn2CCCC(=O)N([C@H](C)CO)C[C@H]1C,-3,3,3,4,9,-4,11,1,-5,-6,5
c1ccc(-c2ccc(-c3[nH]ncc3CN3CCC(N4CCSCC4)CC3)cc2)cc1,-5,-17,4,-25,-1,-3,-34,0,-12,-4,-5
COc1ccc(O)c(/C=N/NC(=O)CSc2nnc(C)n2-c2ccccc2)c1,8,13,-8,-14,-15,17,6,-2,16,3,20
CCCc1cc(=O)[nH]c(SCC(=O)NC(=O)c2ccccc2)n1,5,-1,1,/,?,10,7,-3,-9,1,/
COC(=O)[C@]12CCCCC=C1N(Cc1ccccc1)C(=O)[C@H](CC(=O)NCc1cccc3ccccc13)C2,/,8,/,0,/,8,-4,-8,/,/,6
COc1ccc(NC(=O)Nc2ccc3[nH]ccc3c2)cc1,-100,-47,/,-28,-1,21,-106,-2,/,-75,-23
Cc1ccc2nc(-c3ccc(O)c(O)c3)cn2c1,-123,-9,-1,-64,34,76*,-125,-4,3,-114,-39
CC(=O)Oc1ccc2c(C)c(CC(=O)N3CCN(C(=O)C4COc5ccccc5O4)CC3)c(=O)oc2c1C (centres undefined),0,0,0,-9,-6,7,6,8,7,-13,19
O=C(Nc1ccc(OC(F)F)cc1)c1ccccn1,-7,-12,4,-2,0,14,-18,-5,-1,-31,-45
CC1CCN(S(=O)(=O)c2ccc3c(c2)N(CC(=O)NCCCN2CCCC(C)C2)C(=O)CS3)CC1 (centres undefined),-3,0,-4,1,4,6,-21,-2,1,2,0

# Further records.
SMILES,NCOA3 inh,TROY NFkB inh,TLR9-MyD88 inh,SRC2 inh,Vif inh,TRAIL sens C8,LRH-1 inv ag,NOD2-RIPK2 inh,EBV LMP1 NFkB,NCOA1 inh,COUP-TFII inh
O=Cc1ccc(C(=O)OCC(=O)Nc2ccc(F)cc2F)cc1,11,-8,1,-14,13,-2,3,-2,1,2,2
CC1(C)CC(=O)C2=C(C1)Nc1ccccc1NC2c1nc2ccccc2[nH]1 (centres undefined),-3,-22,-5,-24,17,-1,-11,2,5,-10,17
COc1ccc(S(=O)(=O)Cc2ccc(C(=O)N3CCN(Cc4ccccc4)CC3)o2)cc1,-15,14,-7,-35,-4,14,11,-10,-7,-4,-17
CC1(C(=O)NS(=O)(=O)c2cccs2)CCN1C(=O)CC1CC1 (centres undefined),5,-11,/,-11,20,-8,15,-18,/,7,-4
